D2 antagonist: D2 dopamine receptor (human) antagonism; actives 2% (n = 340,000); HEK293 TREx D2 cells, calcium flux, dopamine EC80; AID 485344; inhibition, % at 10 µM; P14416; in the data active means inhibition above about 30%; further: 0% is about no effect
Target sequence (P14416 whole entry, looked up): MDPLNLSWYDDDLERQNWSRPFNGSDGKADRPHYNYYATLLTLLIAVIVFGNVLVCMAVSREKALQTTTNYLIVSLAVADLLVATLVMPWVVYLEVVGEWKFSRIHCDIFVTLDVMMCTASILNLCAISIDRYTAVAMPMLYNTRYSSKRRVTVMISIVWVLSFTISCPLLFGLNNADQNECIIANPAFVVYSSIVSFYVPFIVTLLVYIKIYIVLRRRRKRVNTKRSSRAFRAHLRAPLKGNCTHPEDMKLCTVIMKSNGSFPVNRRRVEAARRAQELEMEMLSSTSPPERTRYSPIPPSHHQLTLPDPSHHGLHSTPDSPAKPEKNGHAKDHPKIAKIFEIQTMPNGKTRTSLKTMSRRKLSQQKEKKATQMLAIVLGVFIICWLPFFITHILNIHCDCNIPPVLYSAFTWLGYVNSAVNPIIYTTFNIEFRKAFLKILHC
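Inhibition of EC80 dopamine-driven calcium flux, recorded kinetically, defines activity here; cells are a tetracycline-induced HEK293 T-REx line expressing force-coupled D2.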
Vif-A3F inh: inhibitors of Vif-A3F interaction. HeLa A3F-eYFP + Vif (tagged APOBEC3F with the HIV-1 protein that degrades it), YFP fluorescence increase. Potency, µM (highest dose often 46.1 µM), for inactives: top-dose activity, negative = active. actives 0.2% (n = 390,000). AID 602313; further: potency means the concentration at half of the fitted maximal effect; % of control where 0% means no effect; nearly all actives have a fitted effect of over 65% in size
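HeLa cells stably expressing A3F-eYFP plus Vif, plated and incubated overnight at 37 deg C, then exposed to compounds overnight at 37 deg C. Blocked degradation read as raised yellow fluorescence (Ex 488/Em 500-530).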
Glioma ERSR ind: induces the endoplasmic reticulum stress response in human glioma cells; U87-MG GRP78 promoter luciferase reporter, 16 h; Potency, µM, for the others: top-dose activation, hits mostly activators; actives 0.02% (n = 420,000); AID 602332; further: potency means the concentration at half of the fitted maximal effect; series mostly up to about 76 µM; % of control where 0% means no effect; nearly all actives have a fitted effect of over 35% in size
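Stably transfected U87-MG glioma cells carrying a GRP78-based luciferase sensor; 16 h compound incubation. Luminescence end-point read 10 min after Bright-Glo addition at room temperature.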
D2 ag: D2 dopamine receptor (human) agonism. P14416. HEK293 T-REx D2 cells, calcium flux agonist mode. activation, % at 2 µM. actives 0.53% (n = 340,000). AID 485358;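 active means activation over 3 SD above normal in the single-dose calcium agonist read, cut at about 30% in these data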; further: 0% is about no effect
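HEK293 Trex D2 cells, tetracycline-induced, o/n 30 C 5% CO2; no-wash Ca dye, RT 30–90 min; 10-cycle baseline, 23 nl cpd added, kinetic Ca read 180 s; agonist hits = positive Ca response.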
RGS4 inhibitor: blocks human RGS4-accelerated GTP hydrolysis; actives 0.039% (n = 390,000); Potency, µM (top dose mostly 114 µM), inactives show top-dose activity change, negative = inhibition, hits mostly inhibitors; Transcreener GDP fluorescence polarization, RGS4-accelerated GTP hydrolysis; P49798; further: potency means the concentration at half of the fitted maximal effect; on the % scale 0 is the no-effect control and ±100 the full control effect; nearly all actives have a fitted effect of over 75% in size; some results filed as inactive show a strong effect at the top dose
Target sequence (P49798 whole entry, looked up): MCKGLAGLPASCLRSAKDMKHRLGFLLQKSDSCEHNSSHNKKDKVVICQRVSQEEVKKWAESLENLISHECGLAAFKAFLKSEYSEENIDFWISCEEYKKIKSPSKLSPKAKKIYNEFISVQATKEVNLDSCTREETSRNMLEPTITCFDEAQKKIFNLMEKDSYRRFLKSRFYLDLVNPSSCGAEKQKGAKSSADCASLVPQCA
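MLSMR compounds (23 nl, pin-transferred) preincubated 10 min at room temperature with a 500nM (2x) first reagent, then RGS4 at 900nM (2x) plus Transcreener GDP mix added; fluorescence polarization (620/688 nm) read before and after 90 min at 30 °C.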
ERG-DNA inh: blocks human ERG Ets domain binding to DNA; actives 0.028% (n = 370,000); Potency, µM (top dose mostly 76.9 µM), for inactives: at the highest dose FP activity, negative = inhibition, hits mostly inhibitors; fluorescence polarization, His-ERG Ets domain / labelled DNA; P11308; active means well fitted inhibition curve with a large enough effect in the polarisation, with a control signal flat; inconclusive means small, poorly fitted or top-dose-only effect, or effect the other way, or a change in a side signal; inactive means no such curve, though single readings can be large or run the other way; the % refers to the polarisation;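 further: polarization taken with two DNA probes labelled with fluorescein and Texas red; potency means the concentration at half of the fitted maximal effect; % of control where 0% means no effect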
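His-tagged ERG Ets domain (1 uM in the protein solution; 300mM KCl, 50mM Tris-HCl, 1mM EDTA, 1mM DTT, pH 7.5) received compound, then a probe mix of 5 nM fluorescein-DNA and 100nM Texas-615-DNA. Fluorescence polarization was read for both dyes.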
12-LOX inh: blocks human arachidonate 12S-lipoxygenase | P18054 | purified 12hLO, xylenol orange hydroperoxide absorbance | Potency, µM (top dose mostly 108 µM), inactives show top-dose activity change, negative = inhibition, most hits filed as inhibitors | actives 1.1% (n = 580,000) | AID 1671190; further: potency means the concentration at half of the fitted maximal effect; on the % scale 0 is the no-effect control and ±100 the full control effect
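Hydroperoxide product was detected by ferrous iron/xylenol orange as the 573 to 405 nm absorbance ratio. Arachidonic acid at 40 uM (final) was turned over for 30 min at room temperature by 150 nM human 12hLO, pH 7.0 Hepes buffer, after 15 min compound preincubation.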
Vif-A3G inh: inhibitors of Vif-APOBEC3G interaction | Q9HC16 | actives 0.076% (n = 410,000) | Potency, µM (highest dose often 46.1 µM), for the others: top-dose activity, negative = active, hits mostly inhibitors | HeLa A3G-eYFP + Vif (tagged APOBEC3G with the HIV-1 protein that degrades it), YFP fluorescence, overnight;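 further: potency means the concentration at half of the fitted maximal effect; on the % scale 0 is the no-effect control and ±100 the full control effect; nearly all actives have a fitted effect of over 60% in size; hits raise eYFP signal because A3G escapes Vif-driven loss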
Target sequence (Q9HC16 whole entry, looked up): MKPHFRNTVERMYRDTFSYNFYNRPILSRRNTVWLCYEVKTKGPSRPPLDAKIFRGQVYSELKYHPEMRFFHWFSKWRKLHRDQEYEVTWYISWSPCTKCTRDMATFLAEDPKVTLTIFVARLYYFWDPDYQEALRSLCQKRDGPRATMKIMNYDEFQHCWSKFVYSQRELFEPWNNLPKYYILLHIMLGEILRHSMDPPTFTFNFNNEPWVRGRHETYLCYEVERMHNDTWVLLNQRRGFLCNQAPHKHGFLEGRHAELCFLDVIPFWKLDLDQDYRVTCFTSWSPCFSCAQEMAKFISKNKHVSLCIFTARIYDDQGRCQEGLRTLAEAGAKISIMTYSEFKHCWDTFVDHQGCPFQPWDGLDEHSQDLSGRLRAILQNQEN
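Read-out is eYFP fluorescence (Ex 488/Em 500-530) from Vif-expressing HeLa A3G-eYFP cells; more signal means A3G escaped Vif-mediated degradation. Cells plated overnight, compound pinned in, incubated overnight at 37 deg C.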
LDHA inh: LDHA (human) enzyme inhibition | P00338 | purified LDHA, NADH/diaphorase-resazurin fluorescence; hits give low values | activity change, % (values are at about 110 or 230 µM) | actives 0.15% (n = 480,000); in the data active means activity change below about -30%; inconclusive means mostly about -25% to -30%;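 further: plate controls were DMSO wells for no effect and wells without enzyme for full effect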
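LDH5 2 nM; NADH 0.06 mM, pyruvate 0.2 mM; 200 mM Tris pH 7.4, EDTA, Tween-20; 5 min RT. Detection: diaphorase 0.133 mg/mL + resazurin 37 µM, fluorescence ex540/em590 at 0 and 20 min; normalized to enzyme-free and DMSO wells.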
* marks the source's active call; other numbers are inactive results; ? = inconclusive; nt = no result given; [ ] = another dose, or the depositor's remark. Unless noted, the call rests on the fitted dose curve; in most records, active means well fitted curve in the direction sought with a large enough effect; inconclusive means small, poorly fitted or top-dose-only effect, or another doubt; inactive means no such curve, though single readings can be large; an effect the other way counts as inactive or inconclusive.

SMILES	D2 antagonist	Vif-A3F inh	Glioma ERSR ind	D2 ag	RGS4 inhibitor	ERG-DNA inh	12-LOX inh	Vif-A3G inh	LDHA inh
CC(=O)c1ccc(S(=O)(=O)N2CCN(c3nc(-c4cccs4)nc4ccccc34)CC2)cc1	nt	nt	-4%	nt	-1%	nt	nt	2%	0
CCOC(=O)C1=C(O)/C(=C/c2ccc(CNC(=O)C(=O)Nc3ccc(C)cc3)o2)N=C1C	3	?	1%	-2.3	26%	-4%	?	1%	4
O=C(CSc1nnc(CNC(=O)c2ccccc2F)o1)Nc1ccc2c(c1)OCO2	2	1%	-3%	1.0	-3%	20%	-1%	-1%	0
COc1ccc(C(=O)CSc2nnc(CNC(=O)c3ccco3)n2C)cc1OC	1	4%	-6%	0.0	-9%	-3%	-20%	-4%	-2
CCN(CC(=O)Nc1ccc(OC)cc1)C(=O)c1cc(-c2cccs2)nn1-c1ccccc1	-10	-10%	-1%	-0.2	6%	5%	1%	-8%	0
Nc1nc(-c2ccc(-c3ccccc3)cc2)cs1	10	-3%	-1%	4.7	-35%	13%	0%	-3%	-3
CC(C)CNC(=O)CCc1c[nH]c2ccccc12	-17	nt	-1%	-0.3	31%	4%	41%[activator]	2%	-7
O=C(Nc1ccc(Cl)c(S(=O)(=O)N2CCOCC2)c1)c1cc(-c2ccccn2)nc2ccccc12	-6	33%	-3%	-0.2	13%	-1%	10%	-9%	-4
O=C(CC(=O)N/N=C/c1c(F)cccc1Cl)NCc1ccccc1	7	9%	-1%	0.0	16%	0%	15%	-13%	-9
COc1ccc(CC(=O)Nc2ccccc2C(=O)N2CCCC2)cc1	4	0%	-1%	0.0	-2%	-1%	-7%	0%	-6

Record cards, from the list above.
COc1ccc(CC(=O)Nc2ccccc2C(=O)N2CCCC2)cc1 reads D2 antagonist: 4; Vif-A3F inh: 0%; Glioma ERSR ind: -1%; D2 ag: 0.0; RGS4 inhibitor: -2%; ERG-DNA inh: -1%; 12-LOX inh: -7%; Vif-A3G inh: 0%; LDHA inh: -6
Nc1nc(-c2ccc(-c3ccccc3)cc2)cs1 reads D2 antagonist: 10; Vif-A3F inh: -3%; Glioma ERSR ind: -1%; D2 ag: 4.7; RGS4 inhibitor: -35%; ERG-DNA inh: 13%; 12-LOX inh: 0%; Vif-A3G inh: -3%; LDHA inh: -3

(further entries)
SMILES	D2 antagonist	Vif-A3F inh	Glioma ERSR ind	D2 ag	RGS4 inhibitor	ERG-DNA inh	12-LOX inh	Vif-A3G inh	LDHA inh
O=C(N/N=C/c1ccccc1F)c1csc2c1CCCC2	nt	?	5%	nt	-93%	5%	23%	-2%	2
Cc1ccc(-c2cnc3n2CCCCC3)cc1	-16	0%	0%	1.6	-24%	12%	0%	-1%	-2
CCOC(=O)CNC(=O)N(CCOC)CC1CCCN(C2Cc3ccccc3C2)C1 (stereo not drawn)	9	-2%	-3%	0.7	6%	10%	9%	2%	0
CC(C)Cc1cc(C(=O)N2CCCC(C(=O)c3cc(F)ccc3F)C2)no1 (stereo not drawn)	-21	-1%	nt	-0.5	5%	5%	0%	1%	0
COc1ccc(NC(=O)CN2CCCC2c2cccs2)cc1S(=O)(=O)N1CCCCC1 (stereo not drawn)	12	-11%	-4%	-0.3	-1%	4%	208%[activator]	-8%	1
O=C(CCC(=O)Nc1ccccc1Cl)N/N=C1\CCCc2ccccc21	10	-7%	-4%	1.2	-12%	-14%	-2%	-2%	-1
CCc1ccccc1-n1cnc2cc(C(=O)NC3CCCCCC3)ccc21	nt	-6%	2%	-0.8	11%	1%	-19%	2%	8
Cc1ccc(S(=O)(=O)N2CCN(Cc3cccc(C)c3O)CC2)cc1	3	-5%	-2%	0.9	3%	2%	365%[activator]	-2%	-10
Cc1ccc(C(c2nnnn2C(C)(C)C)N(Cc2ccco2)Cc2cccs2)cc1 (stereo not drawn)	-8	0%	-2%	-2.3	-32%	-3%	4%	1%	-2
COc1ccc(C(=O)N(c2ccccc2)c2nccc3ccccc23)cc1OC	nt	-3%	-2%	nt	8%	-3%	-43%	1%	2
Cc1noc(C)c1S(=O)(=O)NCc1cccc(Cl)c1	1	5%	-2%	2.7	-6%	13%	9%	2%	-7
COc1ccc(NC(=S)N2CCCN(Cc3cccc(Cl)c3)C2)cc1	26	19%	-5%	0.0	16%	2%	?	-1%	-4
COc1ccc(NC(=O)C(=O)c2cn(CC(=O)N3CCCC3)c3ccccc23)c(OC)c1	-4	0%	3%	-0.1	6%	5%	nt	-2%	-4
Cc1cc(C(F)F)n2nc(C(=O)O)nc2n1	-2	-1%	-3%	0.0	20%	-12%	0%	1%	-4
COc1ccc(-c2nnnn2C(C)C)cc1S(=O)(=O)Nc1ccccc1	23	6%	-1%	-1.0	-1%[11.4 µM]	14%	7%	-5%	-18
N=C(N)SCC1=CCS(=O)(=O)C1	-16	6%	-5%	0.5	-2%	14%	0%	4%	-6
COC(=O)c1ccc(C(=O)OC)c(NC(=O)C2CC(=O)N(C3CCCC3)C2)c1 (stereo not drawn)	nt	3%	-5%	nt	13%	-4%	?	1%	-3
Cc1cccc(-n2ncc3c(Nc4ccc(Oc5ccc(Cl)cc5)cc4)ncnc32)c1	nt	?	-1%	0.6	6%	3%	?	2%	0
COc1ccc(C(C)(C)C)cc1NC(=O)COC(=O)c1cnc(C)cn1	18	-1%	-2%	-0.6	-3%	3%	-10%	0%	-3
C=CCNc1ncnc2c1ncn2[C@H]1CN(Cc2cccc3ccccc23)C[C@@H](CO)O1	nt	nt	-4%	nt	nt	nt	-22%	-7%	3
Cc1ccc(C2C(=O)N(C3CCCCCC3)CC(=O)N2C(C)C)cc1 (stereo not drawn)	nt	0%	0%	0.0	14%	8%	-19%	-7%	-2
CN1C(=O)C2(c3ccccc31)N(C)CC(c1ccccn1)C21SC(=S)N(Cc2ccco2)C1=O (stereo not drawn)	9	-7%	1%	-0.3	11%	-9%	23%	0%	6
CCn1cc(S(=O)(=O)c2ccccc2)c(=O)c2cc(F)c(F)cc21	nt	-1%	-4%	-0.1	-2%	-1%	4%	0%	-3
CN(CC(=O)Nc1ccc(Cl)c(Cl)c1)C1CCCCC1	-9	-8%	-1%	0.6	4%	-3%	?	-1%	-5
COc1ccc(C2c3ccsc3CCN2C(C)=O)cc1 (stereo not drawn)	-6	8%	4%	0.1	9%	4%	11%	-8%	-16
COCc1ccc(-c2c(-c3ccccc3OC)sc3cc4c(cc23)OCO4)cc1	40*	3%	-3%	-0.4	-7%	-7%	?	-10%	0
CCOc1ccc(C(=O)CCC(=O)NCC(=O)OCc2ccccc2)cc1OCC	-12	-11%	6%	-0.7	10%	-22%	-2%	-8%	-1
CCN=c1scc(-c2ccc(F)cc2)n1/N=C/c1ccccn1	3	?	0%	0.6	-34%	1%	208%[activator]	-3%	-4
CCN(CC)c1nc(-c2ccccc2Cl)c2cc(Br)ccc2n1	nt	-1%	-5%	-0.6	1%	1%	5%	0%	-2
CC(=O)C(Sc1nccc(-c2cccs2)n1)C(C)=O	5	-4%	0%	0.9	-20%	-23%	?	1%	0
O=C(NCc1ccccc1)C1CCC(CNS(=O)(=O)c2ccc(Br)s2)CC1 (stereo not drawn)	nt	-9%	-5%	0.7	7%	7%	-14%	-2%	-10
COc1cccc(NC(=O)c2ccc(S(=O)(=O)NCc3cccnc3)cc2)c1	-1	10%	-2%	-0.2	-28%	4%	1%	2%	-3
CC(C(=O)NC1CCCC1)N(C(=O)c1ccc(-c2ccccc2)[nH]1)c1ccccc1F (stereo not drawn)	-20	5%	-4%	0.3	-21%	-6%	0%	4%	-6
O=C(CCCNS(=O)(=O)c1cccc2nsnc12)NCCN1CCN(c2ccccc2F)CC1	79*	-5%	-4%	25	-5%	-5%	-14%	0%	5
O=C(Nc1ccccc1F)c1ccc(CSc2ccccc2)o1	0	-19%	1%	-1.6	-25%	-4%	-9%	-12%	2
COc1ccc(S(=O)(=O)N2CCC(n3cnc4ccccc43)CC2)cc1	7	1%	-2%	0.6	8%	-4%	-28%	2%	-8
CCCCOc1ccc(NC(=O)C(=O)NCCCn2ccnc2)cc1	nt	7%	-1%	nt	-22%	-1%	17%	-3%	-4

Random excerpt: 5 compounds from above.
SMILES	D2 antagonist	Vif-A3F inh	Glioma ERSR ind	D2 ag	RGS4 inhibitor	ERG-DNA inh	12-LOX inh	Vif-A3G inh	LDHA inh
O=C(Nc1ccccc1F)c1ccc(CSc2ccccc2)o1	0	-19%	1%	-1.6	-25%	-4%	-9%	-12%	2
Cc1noc(C)c1S(=O)(=O)NCc1cccc(Cl)c1	1	5%	-2%	2.7	-6%	13%	9%	2%	-7
CC(C)Cc1cc(C(=O)N2CCCC(C(=O)c3cc(F)ccc3F)C2)no1 (stereo not drawn)	-21	-1%	nt	-0.5	5%	5%	0%	1%	0
Cc1cccc(-n2ncc3c(Nc4ccc(Oc5ccc(Cl)cc5)cc4)ncnc32)c1	nt	?	-1%	0.6	6%	3%	?	2%	0
COc1ccc(CC(=O)Nc2ccccc2C(=O)N2CCCC2)cc1	4	0%	-1%	0.0	-2%	-1%	-7%	0%	-6

Not all compounds are listed; the hit share may differ from the screen's.
